From PubChem BioAssay
SW480 rereplic = induces DNA re-replication in SW480 colon adenocarcinoma cells; AID 624297; SW480 DNA re-replication, Hoechst DNA content imaging, 48 h; Potency, µM (highest dose often 46.1 µM), without a hit: at the top dose re-replication activation, most hits filed as activators; 340,000 compounds, 1.8% hits; further: potency means the concentration at half of the fitted maximal effect; % of control where 0% means no effect; nearly all actives have a fitted effect of over 55% in size
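Quantitative HTS format with DMSO vehicle controls; 48 hr drug incubation at 37 C, then 40 min Hoechst staining and scanning imager measurement at 405 nm excitation.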
KB-V1 cytotox = kills drug-selected multidrug resistant KB-V1 cells. Potency, µM (titrated, usually from 46.1 µM), for inactives: top-dose activity change, negative = cytotoxicity, hits mostly cytotoxic. KB-V1 MDR cells viability, CellTiter-Glo, 72 h. 400,000 compounds, 3.4% hits; further: potency means the concentration at half of the fitted maximal effect; on the % scale 0 is the no-effect control and ±100 the full control effect; nearly all actives have a fitted effect of over 60% in size
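qHTS viability screen in drug-selected KB-V1 MDR cells: 72 h compound treatment at 37 degrees C, ATP luminescence end point.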
KB-3-1 cytotox = kills parental KB-3-1 adenocarcinoma cells; KB-3-1 viability, CellTiter-Glo ATP luminescence, 72 h; Potency, µM (doses to about 46.1 µM), inactives show top-dose activity change, negative = cytotoxic, actives largely listed as cytotoxic; 400,000 compounds, 1.4% hits; AID 1347075; further: potency means the concentration at half of the fitted maximal effect; on the % scale 0 is the no-effect control and ±100 the full control effect; nearly all actives have a fitted effect of over 60% in size
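Luminescent ATP read-out (CellTiter-Glo) measures survival of drug-naive KB-3-1 cells after 72 h compound exposure at 37 °C. Titration series was screened from lowest to highest concentration, with DMSO vehicle plates as background controls.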
IL1B secr inh = inhibitors of inflammasome signaling (IL-1 beta secretion) | AID 743279 | activity change, % at 57.5 µM | 360,000 compounds, 4.7% hits | THP-1 LPS/ATP IL-1B secretion, AlphaLISA, 16 h; active compounds read low; in the data active means activity change below about -50%; inconclusive means mostly about -30% to -49%; further: on the % scale 0 is the no-effect control and ±100 the full control effect
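Secreted IL-1B measured by AlphaLISA bead assay after 16 h compound exposure of THP-1 cells; compounds (final up to 57.5 uM) added 1 h before LPS (250 ng/mL) and ATP (1.25 mM) stimulation; lower signal means less secretion.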
D3 ag = D3 dopamine receptor (human) agonism. AID 652048. max activation, %. P35462. D3R DiscoveRx beta-arrestin cells, luminescence, 90 min. 410,000 compounds, 0.58% hits; in the data active means max activation above about 30%; further: 0% is about no effect; mostly tested at two doses, the higher about 12 µM
Target sequence (P35462 whole entry, looked up): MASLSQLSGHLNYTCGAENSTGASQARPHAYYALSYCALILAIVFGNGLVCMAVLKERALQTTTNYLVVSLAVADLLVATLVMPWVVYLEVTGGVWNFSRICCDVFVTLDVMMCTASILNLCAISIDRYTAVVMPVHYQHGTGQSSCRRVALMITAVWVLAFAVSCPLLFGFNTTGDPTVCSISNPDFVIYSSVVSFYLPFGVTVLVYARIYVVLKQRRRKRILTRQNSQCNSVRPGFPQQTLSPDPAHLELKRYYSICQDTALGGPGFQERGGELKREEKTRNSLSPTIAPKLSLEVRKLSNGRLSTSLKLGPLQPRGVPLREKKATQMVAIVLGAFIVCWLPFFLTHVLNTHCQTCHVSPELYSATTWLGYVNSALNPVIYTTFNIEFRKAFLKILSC
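Agonist-mode cell screen: cells plated at 1500/well and incubated overnight at 37 °C, then exposed to library compounds for 90 min at 37 °C. Detection reagent was added for 30–60 min at room temperature, and luminescence was read.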
HT1080NT lethal = kills 2HG-producing HT-1080-NT fibrosarcoma cells. HT-1080-NT fibrosarcoma viability, CellTiter-Glo ATP luminescence, 48 h. Potency, µM (doses to about 46.1 µM), for inactives: at the top dose activity, negative = less viability, hits mostly cytotoxic. 360,000 compounds, 1.6% hits. AID 686970;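 further: NT is the 2HG producing partner of a matched IDH1 knockdown line; potency means the concentration at half of the fitted maximal effect; 0% = DMSO-treated cells and -100% = media-only wells without cells; nearly all actives have a fitted effect of over 55% in size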
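HT-1080-NT; 750 cells/well; 5% FBS RPMI; 48 h compound, 37 degrees C; CellTiter-Glo luminescence; curve fitting and curve-class assignment.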
GLP1R cytotox = cytotoxic in the GLP-1 receptor inverse agonist counter-screen. HEK293 cAMP-luciferase reporter cells, luminescence, 24 h. Potency, µM (doses to about 38.3 µM), for the others: top-dose activity change, negative = inhibition, usual class: inhibitors. 410,000 compounds, 0.13% hits. AID 624418;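 further: loss of luciferase light is scored as toxicity; potency means the concentration at half of the fitted maximal effect; on the % scale 0 is the no-effect control and ±100 the full control effect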
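Quantitative HTS format, 1536 wells, 200 cells/uL seeded. Compounds: 23 nL, 24 h, 37 °C. Detection: luciferase reagent, luminescence at 12 min RT; decreased signal taken as cytotoxic.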
HT1080 IDH1KD tx = HT-1080 IDH1 knockdown cell toxicity (counter line); HT-1080 IDH1 knockdown viability, ATP luminescence, 48 h; Potency, µM (top dose mostly 46.1 µM), for inactives: top-dose activity, negative = toxicity, usual class: cytotoxic; 360,000 compounds, 2% hits; AID 686971;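 further: potency means the concentration at half of the fitted maximal effect; 0% = DMSO wells and -100% = cell-free medium wells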
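In this qHTS, HT-1080 cells depleted of IDH1 are exposed for 48 h at 37 °C to compound titrations. Toxicity is scored from CellTiter-Glo luminescence, with DMSO as full viability and medium alone as none.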
MCF10A rerep = inducers of DNA re-replication in MCF 10A breast cells; MCF 10A DNA re-replication, Hoechst nuclear intensity, 48 h; Potency, µM (doses to about 46.1 µM), inactives show top-dose activity, positive = re-replication, actives largely listed as activators; 350,000 compounds, 2.9% hits; further: potency means the concentration at half of the fitted maximal effect; % of control where 0% means no effect; nearly all actives have a fitted effect of over 50% in size
The depositor's hits bear a star; i = inactive; ? = inconclusive; . = no result given; [ ] = another dose, or the depositor's remark. Unless noted, the call rests on the fitted dose curve; in most records, active means well fitted curve in the direction sought with a large enough effect; inconclusive means small, poorly fitted or top-dose-only effect, or another doubt; inactive means no such curve, though single readings can be large; an effect the other way counts as inactive or inconclusive.

SMILES	SW480 rereplic	KB-V1 cytotox	KB-3-1 cytotox	IL1B secr inh	D3 ag	HT1080NT lethal	GLP1R cytotox	HT1080 IDH1KD tx	MCF10A rerep
CC1(C)CC(=O)C2=C(C1)OC(c1cccs1)C(C#N)=C2N (stereo not given)	-1%	-1%	-1%	-14	2	2%	-2%	-2%	-1%
CC(C)c1nc2c(c(=O)n(C)c(=O)n2C)n1C	-3%	7%	4%	-4	3	2%	-3%	6%	-4%
COc1ccc(NC(=O)c2oc3ccccc3c2NC(=O)C2CC2)cc1OC	1%	?	23%	i	1	1%	8%	15%	18%
Cc1ccc(S(=O)(=O)N2CCC[C@H]2C(=O)OCC(=O)N2c3ccccc3NC(=O)C2(C)C)cc1	4%	-8%	6%	1	3	10%	-26%	18%	-1%
COCCCN(C(=O)c1ccco1)c1nc(-c2ccc(OC)cc2)cs1	18%	?	-17%	-16	1	-11%	14%	-21%	?
CCOC(=O)c1ccc(NC(=O)CSc2nnc(CNc3ccc(C)cc3)n2C)cc1	1%	?	10%	-10	4	-13%	-14%	-23%	18%
CN(C)CCCNS(=O)(=O)c1ccc(N2CCN(Cc3ccc4c(c3)OCO4)CC2)c([N+](=O)[O-])c1	?	-14%	-5%	-70*	1	?	-27%	?	14%
CCOc1nnc(C)c2c(C)n(-c3ccc(Cl)cc3)nc12	-39%[inhibitor]	-16%	-27%	-10	-7	12%	2%	10%	1%
CCOc1ccc(S(=O)(=O)N2CCC(C(=O)NCc3ccco3)CC2)cc1C	-2%	-6%	-11%	-8	-5	0%	19%	5%	?
COc1ccc2oc(=O)c(C(=O)N3CCN(C(=O)c4ccccc4)CC3)cc2c1	-21%	-8%	6%	21	-15	7%	33%[activator]	0%	-26%
CCOC(=O)C1CCCN(C(=O)CCS(=O)(=O)c2cc3c(cc2Cl)NC(=O)CO3)C1 (stereo not given)	.	-11%	10%	.	-12	.	1%	.	.
CCOC(=O)C1CCN(S(=O)(=O)c2ccc3c4c2CC(=O)N4CC(C)S3)CC1 (stereo not given)	0%	5%	0%	22	4	0%	0%	0%	-8%
CC(C)C(NC(=O)OCc1ccccc1)C(=O)NC1CCCCC1 (stereo not given)	0%	?	?	-7	-11	-1%	-9%	-12%	5%
CCOc1ccc(NC(=O)C(=O)NCc2ccncc2)cc1	16%	-14%	-10%	-23	-8	-2%	2%	6%	4%
CCOc1ccc(C(=O)OC(C)CN2CCN(C)CC2)cc1 (stereo not given)	2%	-1%	-4%	3	-12	8%	-9%	4%	-1%
CNC(=O)C1CCC(=O)N1Cc1ccccc1Cl (stereo not given)	-2%	9%	0%	7	5	5%	3%	5%	10%
CC(=O)Nc1ccc(S(=O)(=O)N2CCC(NC(=O)C(Cc3cccc(F)c3)NC(C)=O)CC2)cc1 (stereo not given)	-3%	20%	-10%	-6	1	9%	0%	0%	-14%
CCN(CC)C(=O)CSc1nnc(CCN)o1	-5%	22%	-12%	-3	0	-2%	4%	-7%	-24%
CNC(=O)C1(C)CCN1C(=O)Cc1ccc(C(C)C)cc1 (stereo not given)	.	-1%	0%	17	-6	?	3%	22%	.
CCn1c(SCc2ccc(C(=O)O)cc2)nnc1-c1ccc(Cl)cc1	2%	-5%	-2%	-6	-4	-1%	1%	-1%	-4%
COc1cccc(N(C(=O)c2sc(C)nc2C)C(C(=O)NCC2CCCO2)c2ccccc2)c1 (stereo not given)	-2%	?	7%	25	-15	4%	-5%	12%	-4%
CC(C)(C)NS(=O)(=O)c1ccc(CCC(=O)O)cc1	-1%	19%	10%	25	16	1%[9.24 µM]	8%	-3%	-3%
CC(Oc1ccc(C(C)(C)C)cc1)C(=O)NCC(c1ccco1)N1CCCC1 (stereo not given)	-14%	-4%	10%	?	-4	-13%	0%	-7%	?
COc1ccc(Cl)cc1-c1cc(C(=O)NC2CCCCC2)[nH]n1	.	0%	0%	-12	-6	?	-15%	?	.
CSCCCNC(=O)c1ccc(OC2CCN(C(=O)c3cccnc3)CC2)cc1	-8%	0%	-26%	9	-4	0%	2%	4%	0%
Cc1ccc(Cn2c(=O)n(Cc3ccccc3Cl)c(=O)c3cccnc32)cc1	.	-14%	4%	.	4	.	2%	.	.
CC(=O)Nc1ccc(-c2ccnc3c2CC(C(=O)Nc2ccc4c(c2)OCO4)O3)cc1 (stereo not given)	.	?	?	-24	0	?	-18%	15µM*	.
Cc1ccc(/C=C(\C#N)C(=O)N2CCCC2)c(C)c1	-1%	-1%	-4%	-87*	13	0%	-6%	?	8%
COc1ccc(Cc2nc(-c3ccc(-n4cccc4)cc3)no2)cc1	-13%	12%	3%	43	6	6%	-17%	6%	-4%
Cc1ccc(N/C=C/C(=O)C(C)(C)C)c(O)c1	8%	4%	5%	14	6	-29%	-20%	?	?
CSc1ccccc1NC(=O)C1CCCN(S(C)(=O)=O)C1 (stereo not given)	10%	0%	0%	-5	-9	17%	12%	?	-3%
CCC(C)C(NC(=O)C1CCC(C)CC1)C(=O)NCc1ccco1 (stereo not given)	-9%	-13%	-3%	-22	-3	-13%	0%	1%	8%
CCOC(=O)C1=CCC(c2cc3ccccc3[nH]2)NC1 (stereo not given)	.	?	4%	?	-16	-28%	-12%	-16%	.
C/C(=N\NC(=O)Cn1nnc2ccccc21)c1ccco1	1%	10%	0%	5	2	-1%	6%	6%	0%
O=S(=O)(Nc1cc(Sc2ncn[nH]2)c(O)c2ccccc12)c1ccccc1	10µM*	-3%	-14%	-95*	-5	2.3µM*	?	4.6µM*	1µM*
O=C(CSc1nnnn1C1CCCCC1)NNC(=O)c1ccco1	-2%	?	7%	-2	-8	0%	26%	9%	-5%
NC(=O)C1CCN(CC(=O)Nc2ccc3c(c2)OCCO3)CC1	-5%	-10%	-13%	-4	4	-3%	19%	-2%	-4%
CN(C)/C=C1/C=C(c2ccccc2)OC1=O	?	14%	-2%	-53*	-14	?	-6%	?	18µM*
COc1cccc(N2CCN(C(=O)Cn3c(=O)oc4ccccc43)CC2)c1	-5%	0%	-3%	24	1	19%	-3%	15%	-5%
CCC(Oc1ccccc1)C(=O)Nc1nnc(S(=O)(=O)N2CCCCC2)s1 (stereo not given)	2%	3%	-5%	3	5	-4%	-2%	-8%	-15%
CCOc1cc(C)c(-c2onc(C(F)(F)F)c2-c2csc(C)n2)c(O)c1	8%	13µM*	?	-55*	12	?	?	?	?
COCCN1Cc2cccc(C(=O)Nc3cccc(OC)c3)c2C1=O	-6%	-14%	3%	?	-5	19%	-2%	11%	-5%
O=C(CNCCN1CCOCC1)Nc1ccccc1Sc1ccccc1	1%	4%	14%	-7	-1	1%	-8%	3%	-1%
Cc1cc(=O)[nH]c(SCC(=O)Nc2nc(-c3ccccc3)cs2)n1	-6%	13%	1%	41	1	2%	2%	-1%	6%
COc1cccc2[nH]c3c(N4CCC(C(N)=O)CC4)ncnc3c12	-3%	9%	11%	18	9	5%	-22%	12%	-11%
CCCCc1nc2cc(C(=O)NCc3cc(C)n(C)n3)ccc2o1	-7%	-24%	-25%	-13	-3	0%	4%	16%	-7%
O=C(N/N=C/c1sc(=O)[nH]c1-[n+]1ccccc1)c1ccccc1[O-]	21%	-2%	9%	1	-2	10%	-11%	10%	0%
COc1ccc(NS(=O)(=O)c2ccc(C(=O)N3CCN(c4ccc(F)cc4)CC3)cc2)cc1	-22%	-25%	?	-25	3	-15%	-3%	-16%	13%
CC(C)c1ccc(NC(=O)COc2ccccn2)cc1	12%	-2%	-5%	-23	-16	-4%	0%	1%	-6%
CCCc1nc2ccccc2c(=O)n1NC(=O)c1c(O)c2ccccc2n(C)c1=O	8%	5.8µM*	15µM*	3	1	0%	3%[7.66 µM]	0%	15%

The list continues.
SMILES	SW480 rereplic	KB-V1 cytotox	KB-3-1 cytotox	IL1B secr inh	D3 ag	HT1080NT lethal	GLP1R cytotox	HT1080 IDH1KD tx	MCF10A rerep
CC(C)(C)C(=O)Nc1ccc(C(=O)COC(=O)C2=COCCO2)cc1	3%	?	10%	-5	-4	3%	-2%	-17%	5%
CC(C)NC(=O)COC(=O)c1cc(F)c(F)cc1Cl	7%[9.22 µM]	15%	11%	0	1	-2%	79%[activator]	0%	?
O=S(=O)(c1cc(Cl)ccc1Br)N1CCOCC1	-16%	9%	8%	-2	21	-2%	1%	-2%	-10%
Cc1ccccc1S(=O)(=O)Nc1nc2ccccc2nc1NCCO	0%[9.22 µM]	12%	15%	11	3	6%	13%	2%	-1%
O=C(OC1Cn2c(=O)ccc(=O)n2C1)c1ccc([N+](=O)[O-])cc1	9%	18%	2%	9	-4	20%	-12%	23%	-5%
CCOc1ccc(NC(=S)N2CCCN(Cc3cccc(Cl)c3)C2)cc1	?	-9%	-17%	-61*	-13	-1%	7%	?	?
COc1ccc(-c2csc3ncnc(Nc4ccccc4)c23)cc1	.	12%	5%	.	0	.	2%	.	.
O=C(CN1CCC(n2nnc3cc(F)ccc32)CC1)N1CCc2ccccc2C1	?	?	-5%	-62*	-23	-30%	?	?	5.2µM*
CCC1(C)Cc2ccccc2/C(=C/C(=O)N2CCCCC2)N1 (stereo not given)	0%	-25%	-4%	-11	-10	-13%	-3%	-14%	-4%

Reformatted: results already given
CCC1(C)Cc2ccccc2/C(=C/C(=O)N2CCCCC2)N1 (stereo not given)
  SW480 rereplic = 0%
  KB-V1 cytotox = -25%
  KB-3-1 cytotox = -4%
  IL1B secr inh = -11
  D3 ag = -10
  HT1080NT lethal = -13%
  GLP1R cytotox = -3%
  HT1080 IDH1KD tx = -14%
  MCF10A rerep = -4%
CC(C)NC(=O)COC(=O)c1cc(F)c(F)cc1Cl
  SW480 rereplic = 7%[9.22 µM]
  KB-V1 cytotox = 15%
  KB-3-1 cytotox = 11%
  IL1B secr inh = 0
  D3 ag = 1
  HT1080NT lethal = -2%
  GLP1R cytotox = 79%[activator]
  HT1080 IDH1KD tx = 0%
  MCF10A rerep = ?

Hits appear at their usual frequency (roughly 11% active in at least one column).
